Tb MetRS inh = T. brucei MetRS inhibitors, primary screen, biochemical, luminescence; actives 0.4% (n = 360,000); methionyl-tRNA synthetase (Trypanosoma brucei brucei); purified T. brucei MetRS, ATP depletion, Kinase-Glo luminescence; inhibition, % at 11.9 µM;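 active means inhibition above a per-plate cutoff of the control wells' mean inhibition plus 3 SD, cut at about 5.5% in these data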;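 further: 0% = DMSO wells median and 100% = median of wells with control inhibitor compound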
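technique = Kinase-Glo luminescence, ATP depletion format | system = purified MetRS (methionyl-tRNA synthetase) enzyme from Trypanosoma brucei | timing = 15 min preincubation, 2 h reaction, all 25 °C | evaluation = percent inhibition versus plate control medians | dosing = single dose, 11.9 µM final nominal, 0.9% final DMSO | also added = substrates ATP, L-methionine and bulk Escherichia coli tRNA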
Scp1 inh = Scp-1 phosphatase inhibitors, primary screen, biochemical, colorimetric, uHTS; Carboxy-terminal domain RNA polymerase II polypeptide A small phosphatase 1 (Homo …; Recombinant Scp1, phosphopeptide, malachite green phosphate absorbance; inhibition, % at 20 µM; actives 0.88% (n = 340,000); AID 493091, 2011;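 active means inhibition above about 50% at 20 µM, limit read from the data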;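 further: plate controls were DMSO wells with enzyme for no effect and wells lacking enzyme for full effect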
Target sequence (Q9GZU7 76-261 limits assumed): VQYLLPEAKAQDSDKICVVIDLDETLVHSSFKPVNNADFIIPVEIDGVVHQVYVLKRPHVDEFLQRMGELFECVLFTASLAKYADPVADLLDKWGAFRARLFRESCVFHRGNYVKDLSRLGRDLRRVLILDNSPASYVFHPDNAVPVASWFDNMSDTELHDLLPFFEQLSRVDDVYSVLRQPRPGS
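Times: enzyme reaction 45 min at room temperature, colour 5 min, stabilisation 30 min. Material: SCP-1 catalytic fragment, aa 76-261. Medium: Acidic Tris acetate buffer with magnesium and detergent. Signal: colorimetric free-phosphate detection, absorbance 630 nm. Read-out basis: % inhibition of SCP-1 phosphate liberation. Reagent: Phosphorylated 17-residue peptide substrate.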
CSN deneddyl inh = inhibitors of CSN-mediated cullin deneddylation, primary screen, biochemical, fluorescence polarization, uHTS; COP9 signalosome complex subunit 5 (Homo sapiens), Q92905; Purified CSN, SCF-Nedd8-OG deneddylation; inhibition, % at 12.5 µM; actives 0.38% (n = 360,000); AID 651999, 2013;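 active means pattern-corrected inhibition above about 35%, with an unprinted fluorescence ratio check between 0.5 and 1.5, limit read from the data, passing the limit was not always enough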;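 further: 0% = enzyme with substrate and 100% = substrate without enzyme; some results filed as inactive read as strong as hits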
Target sequence (Q92905 whole entry, looked up, one chain of several): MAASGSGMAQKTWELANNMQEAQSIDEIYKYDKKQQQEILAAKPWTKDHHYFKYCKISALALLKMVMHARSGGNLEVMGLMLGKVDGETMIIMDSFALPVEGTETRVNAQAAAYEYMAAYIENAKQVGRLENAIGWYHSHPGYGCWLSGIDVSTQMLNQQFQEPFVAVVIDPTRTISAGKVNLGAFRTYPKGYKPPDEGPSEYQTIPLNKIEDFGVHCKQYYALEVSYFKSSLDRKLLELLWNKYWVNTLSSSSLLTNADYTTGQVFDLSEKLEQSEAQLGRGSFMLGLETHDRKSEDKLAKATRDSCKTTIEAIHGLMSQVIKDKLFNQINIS
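Test system: purified human Csn5 enzyme expressed in HEK293T cells. Amount: 0.24 nM enzyme. Reagent: SCFSkp2-Nedd8OG substrate at 10 nM final. Schedule: 90 min incubation of compound, enzyme and substrate at room temperature. Detection: fluorescence polarization. Read-out: % inhibition of substrate cleavage by Csn5.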
DNMT1 block = human DNMT1 methyltransferase inhibitors, primary screen, biochemical, molecular beacon, fluorescence, HinP1I cleavage, uHTS. actives 0.83% (n = 360,000). inhibition (reported as % activation of signal), % at 10 µM. AID 588458, 2011; in the data active means inhibition above about 50%
SUMO1 PPI mod = modulators of SUMO1 protein-protein interactions, primary screen, biochemical, uHTS | inhibition, % at 20 µM | AID 602429, 2012 | SUMO1 binding to a labelled peptide, TR-FRET, 1 h | Small ubiquitin-related modifier 1 (Homo sapiens), P63165 | actives 0.33% (n = 360,000); in the data active means inhibition above about 37%
MsrA inhibitor = bovine MsrA enzyme inhibitors, primary screen, biochemical, absorbance, HTS; Methionine sulfoxide reductase A (Bos taurus); purified bovine MsrA, absorbance read-out; inhibition, % at 15.5 µM; actives 0.75% (n = 360,000); in the data active means inhibition above about 4.5%;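 further: 0% = vehicle wells with enzyme and 100% = reference inhibitor wells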
STEP inh = STEP phosphatase inhibitors, primary screen, biochemical, fluorescence intensity, uHTS; recombinant STEP, OMFP fluorogenic substrate; inhibition, % at 20 µM; actives 0.25% (n = 360,000);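 active means inhibition at 20 µM, scaled per plate between control wells, above about 37%, limit read from the data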;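 further: 0% = DMSO with enzyme and substrate and 100% = substrate only without enzyme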
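Also added – OMFP at 25 µM · Test system – STEP tyrosine phosphatase · Technique – FITC-channel fluorescence of OMFP product · Schedule – 20 min at room temperature, dark · Evaluation – control-normalized % inhibition with plate pattern correction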
Rpn11 block = Rpn11 (PSMD14) deubiquitinase inhibitors, primary screen, biochemical, fluorescence polarization, uHTS | 26S proteasome non-ATPase regulatory subunit 14 (Homo sapiens), O00487 | human 26S proteasome, Ub4-pepOG fluorescence polarization; 20S core pre-blocked with epoxomicin | calls only at 20 µM | actives 0.59% (n = 360,000) | AID 588493, 2011;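 active means inhibition at 20 µM, scaled to each plate's controls, above about 33%, limit read from the data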
Target sequence (O00487 whole entry, looked up): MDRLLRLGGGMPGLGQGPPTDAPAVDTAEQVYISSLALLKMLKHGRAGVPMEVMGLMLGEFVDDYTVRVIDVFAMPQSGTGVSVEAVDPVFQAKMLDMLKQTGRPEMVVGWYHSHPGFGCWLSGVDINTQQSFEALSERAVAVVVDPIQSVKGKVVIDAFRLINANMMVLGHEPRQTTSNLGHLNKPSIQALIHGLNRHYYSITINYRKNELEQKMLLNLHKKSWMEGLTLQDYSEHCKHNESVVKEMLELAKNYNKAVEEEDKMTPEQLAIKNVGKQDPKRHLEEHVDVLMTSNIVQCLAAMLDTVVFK
LMPTP block = LMPTP phosphatase inhibitors, primary screen, biochemical, fluorescence intensity, uHTS; actives 0.22% (n = 360,000); Low molecular weight phosphotyrosine protein phosphatase (Homo sapiens), P24666; inhibition, % at 20 µM; AID 651560, 2012; recombinant LMPTP-A, OMFP fluorogenic substrate;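 active means compounds that cut the enzyme signal by at least half of the control window in the single-dose screen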;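 further: plate controls were DMSO wells with enzyme plus substrate for no effect and substrate without enzyme for full effect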
Target sequence (P24666 whole entry, looked up): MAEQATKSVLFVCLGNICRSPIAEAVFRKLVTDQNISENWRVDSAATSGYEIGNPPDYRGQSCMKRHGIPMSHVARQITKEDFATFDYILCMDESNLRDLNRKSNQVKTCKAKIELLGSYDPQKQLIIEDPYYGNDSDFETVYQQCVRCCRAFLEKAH
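test system = LMPTP-A | amount = 0.625 nM LMPTP-A final | reagent = fluorogenic phosphatase substrate OMFP at 400 µM final | incubation = 50 min at room temperature | benchmarks = no-enzyme low control, uninhibited high control | medium = Bis-Tris pH 6.0, DTT, detergent | signal = fluorescence intensity of OMFP turnover product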
NadD block = inhibitors of S. aureus NadD, primary screen, biochemical, colorimetric, uHTS. Nicotinate-nucleotide adenylyltransferase NadD (Staphylococcus aureus N315). purified NadD enzyme, colorimetric absorbance read-out. inhibition, % at 20 µM. actives 0.78% (n = 360,000). AID 602399, 2012; in the data active means inhibition above about 26%; further: some compounds past the cut are filed as inactive
* hit, by the source's call; i = inactive; nt = no result given; + = active, no number.

The first five compounds (preview)
SMILES	Tb MetRS inh	Scp1 inh	CSN deneddyl inh	DNMT1 block	SUMO1 PPI mod	MsrA inhibitor	STEP inh	Rpn11 block	LMPTP block	NadD block
COc1cc(C(C)=O)ccc1OCC(O)CN(CCO)Cc1ccccc1 (configuration not stated)	-0.1	-1	-1	0	4	1.5	-1	i	-1.6	2
O=c1[nH]c2ccccc2c(O)c1Cc1ccccc1	-0.2	-4	-1	1	5	0.5	0	i	-1.2	-5
Cc1ccc(-n2nc(C)c3cc(C(=O)O)sc32)cc1	-0.1	0	-3	-11	1	0.1	0	i	-3.4	1
C/C(=N\N=C(N)N)c1ccc(Cl)cc1	-1.0	-1	-1	-3	0	-0.6	-2	i	0.4	-9
CCCn1c2ccccc2c2cnn(CC(=O)NC3CCN(Cc4ccccc4)CC3)c(=O)c21	0.5	-6	0	-4	6	-0.3	2	i	-0.7	2

All compounds of this part (from the top)
SMILES	Tb MetRS inh	Scp1 inh	CSN deneddyl inh	DNMT1 block	SUMO1 PPI mod	MsrA inhibitor	STEP inh	Rpn11 block	LMPTP block	NadD block
COc1cc(C(C)=O)ccc1OCC(O)CN(CCO)Cc1ccccc1 (configuration not stated)	-0.1	-1	-1	0	4	1.5	-1	i	-1.6	2
O=c1[nH]c2ccccc2c(O)c1Cc1ccccc1	-0.2	-4	-1	1	5	0.5	0	i	-1.2	-5
Cc1ccc(-n2nc(C)c3cc(C(=O)O)sc32)cc1	-0.1	0	-3	-11	1	0.1	0	i	-3.4	1
C/C(=N\N=C(N)N)c1ccc(Cl)cc1	-1.0	-1	-1	-3	0	-0.6	-2	i	0.4	-9
CCCn1c2ccccc2c2cnn(CC(=O)NC3CCN(Cc4ccccc4)CC3)c(=O)c21	0.5	-6	0	-4	6	-0.3	2	i	-0.7	2
Nc1ccc(Nc2nc(-c3cccs3)cs2)cc1	-0.2	-5	-4	-18	-15	-0.2	-1	i	-0.8	5
CSCc1ccc(C(=O)N2CCCC(Nc3ccc(F)cc3)C2)o1 (configuration not stated)	-0.6	-7	-1	0	2	0.9	-2	i	0.4	-7
Cc1ccc(-c2ccc(=O)n(CC(=O)N3CCN(c4cccc(C)c4)C(C)C3)n2)cc1 (configuration not stated)	-0.1	-5	5	-8	-15	1.4	0	i	0.8	4
CCn1c(-c2nn(C)c(C)c2Cl)n[nH]c1=S	-0.5	-6	3	3	0	-0.2	-3	i	-2.0	3
COc1ccc(-n2nnnc2SCC(N)=O)cc1	-0.3	-1	9	0	0	-0.2	-2	i	-2.5	-4
O=C(COC(=O)c1ccc(S(=O)(=O)N2CCCC2)cc1)Nc1ccc(N2CCOCC2)cc1	-0.2	-3	-16	-1	5	2.1	1	i	-2.0	-1
Cc1ccc(F)cc1S(=O)(=O)NCc1ccc(N2CCN(C)CC2)cc1	-0.1	-10	7	-5	4	-1.8	-2	i	-0.1	3
Nc1c(C(=O)Nc2ccccc2F)sc2nc(-c3ccco3)ccc12	0.2	17	19	-18	22	1.1	-1	+	6.5	13
O=C(O)CCCN1C(=O)C2C3CCC(C3)C2C1=O (configuration not stated)	0.0	nt	-1	0	-1	0.9	-1	i	-0.5	0
CCCCCn1nc(C(=O)N(CC)c2c(N)n(CCCC)c(=O)[nH]c2=O)c2ccccc2c1=O	-0.1	-12	1	4	3	0.0	-2	i	-1.1	-3
Cc1nc2ccc(C(=O)NC(C)(C)C)cn2c1N(C)C(=O)CCc1ccccc1	0.0	nt	-3	3	-8	0.3	-2	i	-4.4	3
Cc1cc(C)n(Cc2cc(C(=O)O)c3ccccc3n2)n1	-1.0	0	-1	1	2	0.3	0	i	-0.2	3
CC(=O)Nc1ccccc1NC(=O)C/C(C)=N/NC(=O)c1ccncc1	-0.7	-1	1	0	-3	0.7	-4	i	0.4	-4
C[C@H]1CN([C@@H](C)CO)C(=O)c2cc(C3=CCCCC3)cnc2O[C@@H]1CN(C)C(=O)Cc1ccccc1	-2.0	nt	-2	9	0	0.5	0	i	-0.6	-1
O=C(CCNC(=O)Cn1ccc2ccccc2c1=O)NCc1ccc(F)cc1Cl	-0.3	0	-9	2	3	-0.5	-1	i	-0.5	-4
COc1cc(OC)cc(C(=O)Nc2ccc(Nc3ccccc3)cc2)c1	0.5	-9	-2	-21	7	0.3	-4	i	3.9	-4
O=C(COC(=O)c1ccccn1)Nc1cccnc1Cl	-0.3	-1	-10	1	-4	-1.0	-1	i	-1.1	3
Cc1cccn2c(=O)c3cc(C(=O)NC4CCCC4)c(=N)n(CCCN4CCOCC4)c3nc12	0.9	-1	4	1	-34	0.3	7	i	11	9
COc1ccccc1-c1nnc(SCC(=O)Nc2oc(C)c3c(C)n[nH]c(=O)c23)n1C	-0.6	0	-1	2	-22	0.7	-1	i	-5.9	-4
Cn1nnnc1SCC(=O)N1CCN(C(=O)c2ccco2)CC1	-0.8	-1	-4	-5	3	-0.8	2	i	-0.7	-3
Cc1ccc(-c2nc(CN(C)C(C3CC3)C3CC3)c(C)o2)cc1	0.7	-5	0	-2	3	1.8	-3	i	-1.1	-2
Cc1ccc(-n2ncc(C(=O)N3CCN(C(=O)c4ccco4)CC3)c2C2CCN(C(=O)OC(C)(C)C)CC2)cc1C	-0.4	47	1	-2	2	0.6	0	i	-0.2	9
COc1ccc(C2=C(C=Nc3c(C)n(C)n(-c4ccccc4)c3=O)C(c3ccccc3C)c3ccccc3O2)cc1OC (configuration not stated)	-0.5	6	-1	-2	0	-0.7	-3	i	6.9	34*
O=C(CNc1cccc2ccccc12)N/N=C/c1ccc(C(=O)O)cc1	-0.7	-4	19	-18	3	0.9	-1	i	-0.4	2
COc1ccc(S(=O)(=O)NCCSCc2cccs2)cc1	-0.8	-25	1	6	-3	-0.3	0	i	0.4	0
CC(C)(O)C#Cc1ccc(C(=O)N2CCN(c3ccc(F)cc3)CC2)cc1	-0.9	5	-21	0	1	-0.2	0	i	-0.4	6
OCC[C@@H]1C[C@@H](O)[C@H](O)[C@@]2(CCCCO2)O1	-0.2	-3	4	4	0	-0.7	-1	i	-2.7	-5
COC(=O)C1CN(C(=O)COc2ccc(Cl)c(C)c2)c2ccccc2O1 (configuration not stated)	-1.2	-6	1	-3	2	2.0	2	i	0.4	-10
COc1ccc(CN2C[C@@H](CO)O[C@@H](n3cnc4c(NCCN(C)C)ncnc43)C2)cc1	-0.4	nt	-2	2	-11	0.1	1	i	-2.0	-2
O=C(c1ccccc1)c1ccc(OCCCN2CCCC2)cc1	-1.2	-2	-4	0	-4	1.2	2	i	-6.4	0
C=CCNC(=O)NC(=O)COC(=O)c1ccccc1Sc1ccc(C(F)(F)F)cc1[N+](=O)[O-]	-0.3	-5	-1	6	-2	1.3	-4	i	0.6	-6
CC(=O)c1ccc(OCC(=O)Nc2ccc(N3CCCCC3)cc2)cc1	-0.3	-5	-5	-3	-1	-1.2	-3	i	-1.4	0
O=C(NNc1cccc(Cl)n1)c1ccccc1CC[N+](=O)[O-]	-0.6	-3	-21	2	2	-0.9	1	i	-0.2	-1
Nc1nc2ccccc2[nH]1	1.2	-7	4	-2	6	0.2	-4	i	1.1	-5
Cc1cccc(/C(N)=N/OC(=O)COc2ccc(Cl)c(C)c2)c1	-1.1	-1	-2	1	-2	-1.2	2	i	0.7	8
O=C(c1cc(-c2cccc(Cl)c2)on1)N1CCOCC1	-0.4	2	-6	2	14	1.0	-1	i	-1.2	-1
Cc1ccn2c(CN(C)CCn3nc(C)cc3C)c(C(=O)N3CCCCCC3)nc2c1	-0.2	-4	3	0	2	0.1	1	i	-2.1	0
OC1CCCN(Cc2ccc3ccc4cccc5ccc2c3c45)C1 (configuration not stated)	0.1	0	-1	65*	-22	1.0	0	i	0.0	-4
COc1ccc2nc(Nc3ccccc3OC)sc2c1	-1.5	4	-6	-3	1	1.9	-2	i	-0.4	-3
COC(=O)CCC(C)C1CCC2C3C(OC(C)=O)CC4CC(O)CCC4(C)C3CC(O)C12C (configuration not stated)	-0.1	nt	5	0	8	-1.3	0	i	-1.3	-1
O=C(Nc1cccc(-c2ccc(N3CCOCC3)nn2)c1)c1cccc(Cl)c1	-0.2	nt	0	0	-2	0.2	4	i	0.3	6
COc1cc(OC)cc(C(=O)N2CCC(C(=O)N3CCOCC3)CC2)c1	-0.8	-8	4	1	5	-1.3	0	i	-1.8	0
C=CCNC(=S)N/N=C(\C)c1ccc(-n2ccnc2)cc1	-0.9	-5	0	17	-3	0.8	-1	i	1.4	0
COC(=O)c1sc2ccccc2c1-n1cccc1C(=O)C(=O)Nc1ccc(Cl)cc1	-1.8	-2	-1	-5	-1	2.4	1	i	1.9	7
O=C(N/N=C/c1ccccn1)c1ccc(Cl)c(Cl)c1	0.0	nt	0	1	-7	1.6	-2	i	-1.1	-6
Cn1cc(CN2CCN(CCO)CC2)c(-c2ccc(Oc3ccccc3)cc2)n1	0.0	-6	1	1	0	0.1	1	i	-0.9	-9
COc1ccc(C(=O)NCc2cn3cccc(C)c3n2)cc1OC	0.1	-12	-5	-4	1	0.8	2	i	-2.0	-5
O=C(NN1C(=O)/C(=C/C=C/c2ccccc2)SC1=S)c1ccncc1	-0.6	-1	20	1	53*	0.2	0	+	4.1	34*
CC1CC(C)CN(S(=O)(=O)N2CCCC(C(=O)NCCc3ccc(Cl)cc3)C2)C1 (configuration not stated)	0.7	-5	-2	2	2	0.0	-3	i	1.3	-4
CCC(C)NS(=O)(=O)c1ccc(OCC(=O)NCc2ccc3c(c2)OCO3)cc1 (configuration not stated)	-0.7	-1	-1	-1	-1	-0.4	5	i	-0.5	6

Assay outcomes: PubChem BioAssay, several laboratories
